High-throughput results (PubChem BioAssay)
TbPYK inhibitor = blocks Trypanosoma brucei pyruvate kinase; TbPYK enzyme, Kinase-Glo Plus ATP luminescence, 45 min; Potency, µM (series often up to 76.8 µM), without a hit: at the highest dose activity, negative = inhibition, most hits filed as inhibitors; AID 624173; hit rate 0.12% among 410,000; further: nearly all actives have a fitted effect of over 50% in size
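Quantitative HTS: titrated library compounds versus trypanosomal pyruvate kinase in TEA buffer (pH 7.2) containing KCl, MgCl2, BSA and Tween-20. Reactions were initiated with ADP, 130 uM final. Kinase-Glo Plus luminescence was read after 45 min at RT.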
Sm TGR inh = blocks Schistosoma mansoni thioredoxin glutathione reductase. Potency, µM (titrated, usually from 114 µM), inactives show top-dose activity change, negative = inhibition, most hits filed as inhibitors. AID 485364. purified TGR, DTNB reduction, TNB absorbance 405 nm. hit rate 3% among 360,000. Q962Y6; further: nearly all actives have a fitted effect of over 60% in size
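TGR 20 nM + NADPH 100 uM (dispensed conc.), cpd preinc 15 min RT; start with NADPH (500 uM addition) then DTNB (15 mM addition). Kinetic TNB absorbance, 405 nm filter. Four-parameter Hill fit across titration.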
HCV inh = blocks hepatitis C virus | Huh7.5.1 HCVcc-Cre infection, luciferase reporter, 44 h | Potency, µM (top dose mostly 41.8 µM), for the others: top-dose activity change, negative = inhibition, actives largely listed as inhibitors | hit rate 3.4% among 340,000
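Seed cells (1,000/well) for 4 h; treat with compound and infect with HCVcc-Cre, moi about 0.5. Incubate 44 h, then detect luciferase activity.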
LmPK inhibitor = blocks Leishmania mexicana pyruvate kinase activity. purified LmPK, Kinase-Glo ATP luminescence, 1 h. hit rate 0.37% among 290,000. Potency, µM (highest dose often 57.5 µM), for the others: at the top dose activity change, negative = inhibition, most hits filed as inhibitors
Target sequence (Q27686 whole entry, looked up): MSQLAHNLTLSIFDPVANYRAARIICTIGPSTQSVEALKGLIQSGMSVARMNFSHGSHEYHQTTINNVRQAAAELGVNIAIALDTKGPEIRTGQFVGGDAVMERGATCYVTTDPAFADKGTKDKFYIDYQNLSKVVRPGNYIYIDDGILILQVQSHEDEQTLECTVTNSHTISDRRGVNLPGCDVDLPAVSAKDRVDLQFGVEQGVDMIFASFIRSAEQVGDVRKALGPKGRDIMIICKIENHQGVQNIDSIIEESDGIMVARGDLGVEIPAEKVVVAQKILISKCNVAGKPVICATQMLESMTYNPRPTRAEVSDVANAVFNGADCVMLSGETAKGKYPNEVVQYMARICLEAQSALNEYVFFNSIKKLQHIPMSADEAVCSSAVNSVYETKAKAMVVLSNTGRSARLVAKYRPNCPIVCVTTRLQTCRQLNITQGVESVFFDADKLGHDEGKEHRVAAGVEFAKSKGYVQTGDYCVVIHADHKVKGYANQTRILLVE
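Pyruvate kinase activity monitored as ATP production (luciferase luminescence). Conditions: 0.1 nM enzyme, 0.5 mM PEP, 0.1 mM ADP, 1 h, RT; normalized against uninhibited and no-enzyme wells.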
Pf growth 96h = P. falciparum growth inhibition at 96 hours. P. falciparum luciferase reporter growth, 96 h. Potency, µM (titrated, usually from 28.7 µM), for inactives: at the highest dose activity change, negative = inhibition, hits mostly inhibitors. hit rate 6.9% among 320,000
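Parasite growth measured via integrated firefly luciferase reporter in P. falciparum. Infected erythrocytes at 2% hematocrit, 0.05% parasitemia final were treated 96 hours at 37 C under 5% CO2, and luminescence was read.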
Pf growth 48h = P. falciparum growth inhibition at 48 hours (one generation). P. falciparum luciferase growth in erythrocytes, 48 h. Potency, µM (doses to about 28.7 µM), inactives show top-dose activity change, negative = inhibition, hits mostly inhibitors. hit rate 5.9% among 310,000. AID 504832
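First compound was added to culture medium, then infected red cells at 0.1% parasitemia and 2% hematocrit (final). After incubation at 37 C under 5% CO2, luciferase detection reagent was dispensed and light output recorded.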
* = called active by the depositor; u = inconclusive; x = no result given; & = joins results of further samples; [ ] = remark or other dose. The call rests on the fitted dose curve; in most records, active means well fitted curve in the direction sought with a large enough effect; inconclusive means small, poorly fitted or top-dose-only effect, or another doubt; inactive means no such curve, though single readings can be large; an effect the other way counts as inactive or inconclusive. On the % scale 0 is the no-effect control and ±100 the full control effect; potency means the concentration at half of the fitted maximal effect.

Order of values – TbPYK inhibitor | Sm TGR inh | HCV inh | LmPK inhibitor | Pf growth 96h | Pf growth 48h
> Cc1[nH]c(=O)c(C#N)c(C)c1CCC(=O)Nc1cc(S(C)(=O)=O)ccc1Cl
 : 0% | 3% | -7% | 5% | 64%[activator] | 12%
> CCOc1ccc(C(=O)N2CCN(c3ccccn3)CC2)cc1OCC
 : 1% | 7% | -14% | 0% | 0% | u
> CCOC(=O)C1CCCN(C(=S)NC2CCCCC2)C1 (stereo not given)
 : -2% | 5% | u | 2% | 12% | 22%
> CC1CCCC(C)N1C(=O)c1ccc(S(=O)(=O)NCc2ccco2)cc1 (stereo not given)
 : 0% | -33% | 11% | -4% | -8% | -15%
> Cc1cc(C(=O)c2cnc(/N=C/N(C)C)s2)c(F)cc1Cl
 : 0% | -2% | -20% | -1% | 45%[activator] | 20%
> N#Cc1c(C(F)(F)F)cc(-c2cccs2)nc1SCc1ccc(Cl)nc1
 : 5% | 14% | -8% | 5% | u | u
> CCCn1nc(C(=O)Nc2ccc(N3CCOCC3)cc2)c2ccccc2c1=O
 : 0% | -3% | 6% | x | 38%[activator] | -13%
> CC(OC(=O)c1ccc(NC(=O)CC#N)cc1)C(=O)Nc1nc(-c2ccccc2)cs1 (stereo not given)
 : -3% | 7% | u | x | 0% | u
> Cc1ccc(-c2nc(NC(=O)CSc3ncn[nH]3)ns2)cc1
 : -25% | -4% | 0% | -3% | 15% | 20%
> COc1cc(NC(=O)c2ccccc2)c(OC)cc1Cl
 : -3% | 2% | u | 0% | -19% | 11%
> CCOc1ccc2nc(N3C(=O)/C(=C/c4ccc(Cl)cc4)NC3=S)sc2c1
 : 3% | -4% | u | 2% | u | 11%
> COc1cccc(/C=C/C(=O)OCC(=O)Nc2ccc(N3CCOCC3)cc2)c1OC
 : -3% | 5% | 19% | 1% | -8% | 25%
> COc1ccccc1-c1sc2cc3c(cc2c1-c1ccc2c(c1)OCO2)OCO3
 : -1% | -21% | 0% | x | u | u
> O=C(Nc1ccccc1OC(=O)c1ccc(Cl)cc1)c1ccc(Cl)cc1
 : -2% | 0% | 10% | -1% | u | u
> Cc1ccc(C(=O)CN(C(=O)c2ccc(Cl)c(Cl)c2)N2C(=O)C3C4C=CC(C4)C3C2=O)cc1 (stereo not given)
 : -11% | 9% | 2% | 4% | 8% | u
> COC(=O)C1=CN(Cc2ccc(C)cc2)C=C(C(=O)OC)C1c1cc(OC)c(OC)c(OC)c1
 : 4% | 2% | u | -5% | u | 1.5µM*
> CCn1c(-c2csc(C(C)C)c2)n[nH]c1=S
 : -61% | -5% | 3% | -24% | 41%[activator] | 15%
> CCOCCCN(C(=O)CCC(=O)Nc1cc(C)on1)C(C(=O)NC(C)(C)C)c1ccccc1Cl (stereo not given)
 : 1% | 0% | -2% | 0% | u | -16%
> Cc1cccc(C(C)C)c1NC(=O)COC(=O)COc1ccc2c(C)cc(=O)oc2c1
 : 3% | 2% | 11% | 5% | 33%[activator] | 7%
> COc1ccc(C(CC(=O)N2CCN(c3ccccc3)CC2)c2c(O)cc(OC)cc2OC)cc1 (stereo not given)
 : -3% | 0% | -17% | 9% | 12µM* | 10µM*
> CC1(C)Cc2c(cnn2-c2cccc(F)c2)C(NC(=O)CCc2cnccn2)C1 (stereo not given)
 : -2% | -6% | -2% | 0% | 17% | 0%
> CC[C@@]12C(=O)N(c3cccc(C)c3)C(=O)N1[C@H](c1ccc(Br)cc1)[C@@H]1C(=O)N(C(C)(C)C)C(=O)[C@@H]12
 : 0% | -3% | -18% | -1% | 2.3µM* | 3.3µM*
> Cc1noc(C)c1COc1ccccc1C(=O)NCc1ccccc1Cl
 : -9% | -3% | -12% | x | 5.2µM* | u
> NC(=O)CSc1nnc(-c2ccccc2)c(-c2ccccc2)n1
 : -8% | 4% | -4% | 4% | u | -3%
> Cn1c(=O)[nH]c(=O)c2c1nc(N1CCCC1)n2CCCSc1nc2ccccc2o1
 : 11% | -5% | -23% | 5% | -2% | u
> CCCC(=O)Nc1ccc(C(=O)COC(=O)C2CC2C)cc1 (stereo not given)
 : 0% | -11% | 4% | x | 6% | 24%
> COc1ccc(-c2nn(Cc3ccccc3)cc2C(=O)N2CCN(c3ncccn3)CC2)cc1OC
 : -4% | -13% | -7% | x | u | u
> CCCCn1c(N)c(N(CC(C)C)C(=O)c2cccc(S(=O)(=O)N3CCCCC3)c2)c(=O)[nH]c1=O
 : 4% | 2% | u | x | u | u
> NC(=O)CN1C(=O)C(=O)N(Cc2ccccc2)C1=O
 : -4% | 6% | 3% | 1% | -5% | 6%[0.00184 µM]
> COCCSc1nnc(-c2cnccn2)o1
 : 1% | 3% | 7% | 1% | 54%[activator] | 11%
> COc1ccc(N2CCN(C(=O)CN(C)S(=O)(=O)c3cccs3)CC2)cc1
 : 0%&-1% | -17%&-1% | -19% | -2% | -7% | 1%
> CN(C)/C=C1\C(=O)N(c2ccc([N+](=O)[O-])cc2)N=C1c1ccccc1
 : -2% | -33% | -23% | 0% | -39% | -22%
> COc1ccccc1/C=C1\SC(=O)N(CCC(=O)N(C)C2CCS(=O)(=O)C2)C1=O (stereo not given)
 : -1% | 4% | -2% | -4% | u | -9%
> CC(=O)Nc1cccc(/C(C)=N/NC(=S)NC(C)C)c1
 : -3% | -13% | u | 0% | 49%[activator] | 28%
> Cc1ccccc1C(=O)NCC(c1ccco1)N1CCc2ccccc2C1 (stereo not given)
 : -7% | -1% | -6% | x | -2% | -23%
> COc1ccccc1C(=O)NC(=S)Nc1ccccc1N1CCCC1
 : x | u | x | -16% | 3.7µM* | 24%
> COc1ccc2c(c1)c(C)cc[n+]2Cc1ccccc1
 : 4% | -8% | -17% | 0% | 0% | u
> O=C(CN(c1ccccn1)S(=O)(=O)c1ccccc1)N/N=C/c1cccc([N+](=O)[O-])c1
 : -1% | 3% | 28% | 0% | 2% | 18%
> O=C1c2ccccc2C(Nc2ccc3c(c2)OCCO3)N1Cc1ccco1 (stereo not given)
 : -6% | u | u | 0% | 4.7µM* | 1%
> CC(C)C(=O)NC(=S)Nc1ccc(S(=O)(=O)NC(C)(C)C)cc1
 : 2% | 33% | 1% | -1% | x | -25%
> C=C(C)CNC(=S)N/N=C(\C)c1ccc(Cl)s1
 : 1% | -9% | u | 3% | u | 12µM*
> Cc1ccc(NS(=O)(=O)c2cc(C(=O)N3CCN(C)CC3)ccc2C)cc1C
 : 3% | -1% | 2% | -2% | 14%[5.75 µM] | u
> CC(C)CN(C(=O)CSc1nc2ccccc2c(=O)n1C)C1CCS(=O)(=O)C1 (stereo not given)
 : -4% | -3% | -9% | x | -83% | u
> CSCC[C@H](NC(=O)Nc1ccc(S(N)(=O)=O)cc1)C(=O)O
 : 6% | 4% | 14% | 5% | 16% | 9%
> CCCN1CCN(C(=O)CCCNC(=O)Cn2cnc3sc(C)c(C)c3c2=O)CC1
 : -3% | 16% | -17% | -2% | 14% | 34%[activator]
> O=C(CCNS(=O)(=O)c1ccc(Cl)cc1)NCc1ccccn1
 : -1% | -12% | -1% | 1% | 1% | u
> Cc1cnc(C)c(N2CCN(Cc3nc(-c4ccc(C)o4)oc3C)CC2)n1
 : -16% | u | -4% | 8% | 16% | u
> CCOC(=O)c1c(C)[nH]c(C(=O)COC(=O)c2cn(CC)c3nc(C)ccc3c2=O)c1C
 : x | -4% | x | 0% | -17% | 2%
> COc1cccc(NC(=O)C2CSC3(C)CCC(=O)N23)c1 (stereo not given)
 : 0% | 6% | 10%[8.37 µM] | x | u | -6%
> CN(C(=O)c1ccncc1)c1ccccc1
 : 2% | -3% | 4% | -1% | 24% | -5%
> CCC(C)NC(=O)c1ccc(N2CCC3(CC2)OCCO3)c([N+](=O)[O-])c1 (stereo not given)
 : 4% | u | 2% | -6% | u | -8%
> CCn1ncc(C(=O)Nc2ccc(S(=O)(=O)N3CCCC3)cc2)c1C
 : -1% | 4% | -5% | 0% | u | u
> CCCCNc1ncnc2sc3c(c12)CCN(CCC)C3
 : 1% | 4% | u | 9% | u | u
> O=C(NCc1ccccc1)c1ccc2c(c1)OCCO2
 : 7% | -23% | 20% | -3% | 36%[activator] | 57%[activator]
> Cc1cc(C)n(-c2ccc(C(=O)OCC(=O)NC(c3ccccc3)c3ccccc3)cc2)n1
 : -6% | 5% | 19% | 3% | -30% | -5%
> O=C(c1ccc(N2CC3CC(C2)c2cccc(=O)n2C3)c([N+](=O)[O-])c1)N1CCCC1 (stereo not given)
 : 1% | 6% | 11% | 0% | u | -20%
> N#Cc1cn(CC(=O)O)c2ccccc12
 : 0% | -4% | 13% | 3% | x | 38%[activator]
> CCCN(CC(=O)Nc1ccccc1OC)C(=O)c1cnc(Cl)c(Cl)c1
 : 3% | 0% | 0% | -1% | 4% | -9%
> CC1=CN2C(=NC(=O)CC2(C)C(=O)N(CC(=O)NC2CCCC2)c2cc(C)cc(C)c2)C=C1 (stereo not given)
 : 0% | 3%[57.1 µM] | 1% | -4% | u | 14%
> O=C(NCc1ccco1)c1cc([N+](=O)[O-])ccc1Cl
 : -1% | x | 13% | 0% | 97%[activator] | -4%

Continuation:
Order of values – TbPYK inhibitor | Sm TGR inh | HCV inh | LmPK inhibitor | Pf growth 96h | Pf growth 48h
> C=CCN1C(=O)C(CC(=O)Nc2ccccc2)N(Cc2ccccn2)C1=S (stereo not given)
 : 3% | -25% | 0% | 3% | 17% | u
> Cc1ccc(S(=O)(=O)CC(c2ccccc2)N2CCOCC2)cc1 (stereo not given)
 : -2% | 0% | u | 0% | 9.3µM* | 2%
> OC1(c2ccccc2)CCN(Cc2ccccc2)C2CCCCC21 (stereo not given)
 : -8% | 1% | 13% | 4% | 62%[activator] | 10µM*
> COc1ccc(/C=C(\NC(=O)c2ccco2)C(=O)NCc2ccco2)cc1
 : 5% | 1% | 11% | -4% | 32% | 3%
> CC(C)Nc1nc(NC(C)(C)C)nc(Oc2ccc(=O)n(C)n2)n1
 : 16% | -5%[57.1 µM] | 3% | -2% | 11% | 0%
> Cc1ccc(C(=O)CSc2ccc(-c3cccnc3)nn2)cc1
 : 6% | 0% | 10% | -2% | u | -15%
> COc1cc(SC#N)ccc1N=Cc1c(C)[nH]n(-c2ccc(C)cc2C)c1=O
 : -11% | 6% | -15% | 1% | u | u
> Cc1ccc(NC(=O)[C@H](CC(C)C)NC(=O)[C@@H]2Cc3ccccc3CN2)cc1
 : 8% | 1% | 4% | 0% | u | 1%
> Cc1cc(OCC(O)CN2CCc3ccccc3C2)ccc1Cl (stereo not given)
 : 0% | -21% | -29% | -5% | -30% | 27%
> CCOC(=O)c1ccc2[nH]c3c(c2c1)CN(C)CC3
 : -2% | -13% | -8% | 0% | 24% | u
> COc1ccc(-c2cc(C(=O)NC(C(=O)O)C(C)C)c(C)o2)cc1OC (stereo not given)
 : -19% | u | 12% | 4% | -40% | 17%
> C=CCn1c(SCC2CCCCO2)nc2sc(CC)cc2c1=O (stereo not given)
 : 0% | 2% | u | 3% | u | u

Quoted at random: four entries already listed, in no set order.
Order of values – TbPYK inhibitor | Sm TGR inh | HCV inh | LmPK inhibitor | Pf growth 96h | Pf growth 48h
> CCOC(=O)c1ccc2[nH]c3c(c2c1)CN(C)CC3
 : -2% | -13% | -8% | 0% | 24% | u
> COc1ccc(/C=C(\NC(=O)c2ccco2)C(=O)NCc2ccco2)cc1
 : 5% | 1% | 11% | -4% | 32% | 3%
> C=CCN1C(=O)C(CC(=O)Nc2ccccc2)N(Cc2ccccn2)C1=S (stereo not given)
 : 3% | -25% | 0% | 3% | 17% | u
> C=CCn1c(SCC2CCCCO2)nc2sc(CC)cc2c1=O (stereo not given)
 : 0% | 2% | u | 3% | u | u
